# Source: PubChem BioAssay (National Center for Advancing Translational Sciences (NCATS))
# WRN inhibitor – qHTS for Inhibitors of WRN Helicase | 0.46% of 360,000 active | WRN helicase unwinding, fluorescent forked duplex, kinetic | Bifunctional 3'-5' exonuclease/ATP-dependent helicase WRN (Homo sapiens), Q14191 | Potency, µM (top dose mostly 114 µM), for inactives: at the highest dose activity change, negative = inhibition, most hits filed as inhibitors; further: potency means the concentration at half of the fitted maximal effect; on the % scale 0 is the no-effect control and ±100 the full control effect; nearly all actives have a fitted effect of over 55% in size
# Target sequence (Q14191 whole entry, looked up): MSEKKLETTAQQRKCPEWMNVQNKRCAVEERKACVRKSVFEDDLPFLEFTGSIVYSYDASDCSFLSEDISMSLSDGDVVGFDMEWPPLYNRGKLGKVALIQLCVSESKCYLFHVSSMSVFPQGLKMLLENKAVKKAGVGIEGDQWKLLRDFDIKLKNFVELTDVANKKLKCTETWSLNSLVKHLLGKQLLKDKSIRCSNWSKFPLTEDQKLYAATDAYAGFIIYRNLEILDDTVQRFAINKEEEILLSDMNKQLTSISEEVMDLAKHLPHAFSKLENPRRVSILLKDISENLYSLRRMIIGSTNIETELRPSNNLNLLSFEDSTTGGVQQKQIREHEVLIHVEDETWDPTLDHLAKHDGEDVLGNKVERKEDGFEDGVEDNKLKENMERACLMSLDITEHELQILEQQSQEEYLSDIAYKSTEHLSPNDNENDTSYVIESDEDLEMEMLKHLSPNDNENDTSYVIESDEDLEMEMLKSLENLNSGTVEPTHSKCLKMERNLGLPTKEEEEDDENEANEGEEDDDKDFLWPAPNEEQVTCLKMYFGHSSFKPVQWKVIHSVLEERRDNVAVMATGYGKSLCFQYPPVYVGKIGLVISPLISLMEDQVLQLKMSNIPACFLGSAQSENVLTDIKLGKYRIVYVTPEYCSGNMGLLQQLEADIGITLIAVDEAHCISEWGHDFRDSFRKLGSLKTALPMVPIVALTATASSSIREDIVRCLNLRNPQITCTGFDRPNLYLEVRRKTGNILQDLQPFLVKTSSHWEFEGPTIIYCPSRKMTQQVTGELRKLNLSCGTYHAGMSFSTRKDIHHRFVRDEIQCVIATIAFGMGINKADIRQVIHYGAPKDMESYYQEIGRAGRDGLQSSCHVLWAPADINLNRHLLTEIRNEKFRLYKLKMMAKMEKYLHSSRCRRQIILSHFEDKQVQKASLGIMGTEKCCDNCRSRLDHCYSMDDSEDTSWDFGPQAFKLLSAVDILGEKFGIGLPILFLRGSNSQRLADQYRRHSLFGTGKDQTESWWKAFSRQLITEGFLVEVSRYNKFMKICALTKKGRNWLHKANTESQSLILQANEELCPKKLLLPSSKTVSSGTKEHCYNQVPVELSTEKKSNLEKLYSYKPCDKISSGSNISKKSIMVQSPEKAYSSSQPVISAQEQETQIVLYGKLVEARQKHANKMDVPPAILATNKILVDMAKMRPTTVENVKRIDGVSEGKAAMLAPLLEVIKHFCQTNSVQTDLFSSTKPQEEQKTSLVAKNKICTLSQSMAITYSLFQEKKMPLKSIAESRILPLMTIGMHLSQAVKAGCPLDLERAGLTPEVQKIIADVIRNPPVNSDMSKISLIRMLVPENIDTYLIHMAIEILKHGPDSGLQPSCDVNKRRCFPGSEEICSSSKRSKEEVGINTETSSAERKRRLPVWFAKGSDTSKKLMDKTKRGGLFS
#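 Enzyme (20 nM final) and test compound sit together 15 min at room temperature before substrate addition. Substrate is a single-forked duplex oligonucleotide (100 nM) labelled with fluorophore and quencher, with 2 mM ATP; helicase unwinding raises red fluorescence, read kinetically.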
# aSyn yeast inh – qHTS of alpha-syn Inhibitors. Yeast expressing alpha-synuclein, growth rescue, BacTiter-Glo, 24 h. Potency, µM (doses to about 46.1 µM), inactives show at the top dose growth rescue (activation), actives largely listed as activators. 0.14% of 370,000 active; further: potency means the concentration at half of the fitted maximal effect; % of control where 0% means no effect; nearly all actives have a fitted effect of over 65% in size
#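 Readout is rescue of growth in alpha-synuclein-expressing yeast, so inhibitors of toxicity appear as activators. Growth after 24 hr at 30 deg C in galactose medium is quantified by luminescence.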
# EPAC1 agonist – qHTS for Agonist of cAMP-regulated guanine nucleotide exchange factor 3 (EPAC1): primary screen | Rap guanine nucleotide exchange factor 3 (Homo sapiens), O95398 | EPAC1 agonist qHTS, biochemical assay; response scale: 100% = response to 6.5 mM cAMP | Potency, µM (titrated, usually from 154 µM), without a hit: top-dose activation, hits mostly activators | 0.073% of 360,000 active | AID 720707, 2013; further: potency means the concentration at half of the fitted maximal effect; nearly all actives have a fitted effect of over 60% in size
#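 Multi-concentration qHTS readout: loss of Rap1B-bound BODIPY-GDP fluorescence driven by 100 nM EPAC1 with excess GDP (50 uM), monitored kinetically at room temperature; agonist response expressed relative to 6.5 mM cAMP.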
# EPAC1 antagonist – qHTS for Antagonist of cAMP-regulated guanine nucleotide exchange factor 3 (EPAC1): primary screen; Rap guanine nucleotide exchange factor 3 (Homo sapiens), O95398; EPAC1 GEF assay, Rap1b-BODIPY-GDP exchange fluorescence; Potency, µM (doses to about 115 µM), for the others: top-dose activity change, negative = inhibition, most hits filed as inhibitors; 0.14% of 360,000 active;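 further: potency means the concentration at half of the fitted maximal effect; plate controls were vehicle for no effect and positive control for full effect; nearly all actives have a fitted effect of over 50% in size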
# IL-2 act – qHTS of IL-2 Activators; activation, % (series mostly up to about 46 µM); IL-2 activation reporter assay, cell-based qHTS; stimulated with anti-CD3/CD4/CD28 beads; in transgenic mouse T cells; 0.065% of 360,000 active; AID 652025, 2013; in the data active means activation above about 50%; inconclusive means mostly about 30% to 49%; further: 0% is about no effect
#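 Unstimulated transgenic mouse T cells, 750 per well, received compound and, after 60 minutes, anti-CD3/anti-CD4 bead plus anti-CD28 stimulation. EGFP and DsRed were quantified after 18 hours.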
# Abeta rescue – qHTS for compounds that reverse cellular toxicity of Amyloid beta (A-beta) peptide in yeast: Primary Screen; yeast expressing A-beta42, growth rescue, OD600, 48 h; response scale: 0% DMSO, 100% iron-clioquinol control; Potency, µM (top dose mostly 46.1 µM), for the others: at the highest dose growth rescue, most hits filed as activators; 0.063% of 410,000 active; AID 1347071, 2019; further: potency means the concentration at half of the fitted maximal effect; nearly all actives have a fitted effect of over 55% in size
#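 Yeast A-beta toxicity model in growth medium with pinned compounds, 48 h at 30 C; growth read as absorbance at 600 nm. Normalized to FeCl3/clioquinol equimolar mix (positive) and DMSO (negative).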
# PI5P4Ka inh – qHTS for Inhibitors of phosphatidylinositol 5-phosphate 4-kinase (PI5P4K) | Phosphatidylinositol 5-phosphate 4-kinase type-2 alpha (Homo sapiens), P48426 | PI5P4Kalpha enzyme, ADP-Glo luminescence, 60 min; stronger effect = lower value | max response, % | 1.2% of 330,000 active | AID 652105, 2013; active means max response of -50% or lower; inconclusive means between -30% and -50%; inactive means -30% or higher; further: value at the top dose of about 77 µM; on the % scale 0 is the no-effect control and ±100 the full control effect
#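 Reactions run in 0.038 M HEPES pH 7.4, 0.28 mM EGTA, 0.1% CHAPS and 5% DMSO, with PI5P4Kalpha, substrate, compound and 5 microM ATP final, one hour at room temperature. Readout is ADP-Glo luminescence.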
# PLK1 PBD inh – qHTS for Inhibitors of PLK1-PDB (polo-like kinase 1 - polo-box domain): Primary Screen | Serine/threonine-protein kinase PLK1 (Homo sapiens), P53350 | Plk1 PBD binding of FITC phosphopeptide, fluorescence polarization | Potency, µM, for the others: max response, negative = inhibition, usual class: inhibitors | 2.8% of 360,000 active; further: potency means the concentration at half of the fitted maximal effect; series mostly up to about 57 µM; on the % scale 0 is the no-effect control and ±100 the full control effect; nearly all actives have a fitted effect of over 65% in size
# FUS yeast rescue – qHTS for Suppressors of FUS Proteinopathy: Primary screen using FUS-linked yeast assay | AID 1347120, 2019 | Potency, µM (series often up to 76.6 µM), without a hit: at the highest dose growth rescue (activation), actives largely listed as activators | S. cerevisiae FUS-expressing, growth rescue, OD600, 24 h | 0.24% of 390,000 active;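 further: potency means the concentration at half of the fitted maximal effect; plate controls were DMSO vehicle for no effect and reference control for full effect; nearly all actives have a fitted effect of over 55% in size; some results filed as inactive show a strong effect at the top dose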
#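 Galactose (2%) drives FUS expression in yeast precultured in raffinose; seeding density OD 0.005. Test compounds incubated 24hr at 30C and 99% humidity before absorbance at 600 nm was measured.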
# Active calls of the source: *; ? = inconclusive; / = not tested or not shown; [ ] = dose if it differs, or a comment. Unless noted, the call rests on the fitted dose curve; in most records, active means well fitted curve in the direction sought with a large enough effect; inconclusive means small, poorly fitted or top-dose-only effect, or another doubt; inactive means no such curve, though single readings can be large; an effect the other way counts as inactive or inconclusive.
no.	Compound	FUS yeast rescue	PI5P4Ka inh	Abeta rescue	PLK1 PBD inh	WRN inhibitor	EPAC1 antagonist	IL-2 act	aSyn yeast inh	EPAC1 agonist
1	CCOc1cc2c(cc1OCC)C(C(=O)O)C(c1cc(OC)c(OC)c(OC)c1)N(C)C2=O (stereo not drawn)	12%	-2	3%	-7%	4%	3%	2.5	-1%	2%
2	CC1(C)CC(=O)C2=C(C1)N(CCN1CCOCC1)C1=C(C(=O)CC(C)(C)C1)C2c1ccc(Cl)c([N+](=O)[O-])c1	10%	4	-2%	-2%	-3%	5%	-1.7	-5%	-10%
3	Cc1ccc(CCNC(=O)NC(C)(C)C)cc1	14%	6	-1%	-2%	7%	-3%	-1.9	0%	2%
4	Cc1c(NC(=O)c2ccc(Br)o2)cccc1C(=O)O	16%	/	-5%	0%	-5%	0%	0.0	-1%	2%
5	CCOC(=O)c1c(NC(=O)COC(=O)Cc2n[nH]c(=O)c3ccccc23)sc(C(=O)NC)c1C	1%	-8	-3%	-6%	6%	15%	-0.8	-7%	6%
6	CCc1cc2c(-c3ccccc3)cc(=O)oc2cc1OCC(=O)NCC1CCC(C(=O)O)CC1 (stereo not drawn)	-17%	-3	2%	-8%	-8%	-5%	-0.1	-4%	-3%
7	CCOC(=O)N1CCN(CC(=O)Nc2cccc(Br)c2)CC1	-10%	-1	8%	-4%	2%	-2%	-0.6	2%	-2%
8	O=C(Nc1cccc(S(=O)(=O)N2CCOCC2)c1)c1ccc(Cl)nc1	-4%	0	-3%	3%	-5%	-9%	1.0	-13%	-1%
9	O=C(/C=C/c1ccccc1)c1ccc2ccccc2c1	44%	15	-22%	-14%	-11%[11.6 µM]	-28%	-1.1	2%	22%
10	FC(F)(F)c1cccc(-c2noc(CN3CCOCC3)n2)c1	-1%	-10	-8%	-8%	-8%	18%	-0.7	-3%	-6%
11	O=C1C=C(c2cccc(Cl)c2)C[C@@H](c2ccc(F)cc2)C1	26%	4	-4%	2%	0%	-1%	-0.1	1%	-6%
12	CCCc1ccc(O)c(N=Cc2cc(Br)cc(OCC)c2O)c1	15%	-28	-43%[inhibitor]	32%[activator]	?	4%	0.3	2%	-18%
13	C/C(=N\NC(=O)c1ccc(=O)[nH]n1)c1cccnc1	/	8	-7%	-7%	7%	-10%	-0.6	0%	0%
14	c1ccc(OCCOc2cccc3cccnc23)cc1	/	6	9%	-27%	-20%	-3%	-0.7	-1%	-9%
15	CCc1cc(C(=O)NNC(=S)Nc2cc(C)ccc2C)cs1	7%	/	26%	-16%	0%	4%	-2.0	1%	0%
16	O=S(=O)(c1ccccc1)c1cnc(-c2ccccc2)nc1N1CCCC1	-35%	11	-11%	-17%	-5%	?	-1.8	7%	3%
17	Cc1ccc(Cl)cc1NC(=O)CC(O)(C(F)(F)F)C(F)(F)F	-16%	/	-90%[inhibitor]	-7%	-10%	-10%	-0.5	-54%[inhibitor]	2%
18	Cc1cc(NC(=O)c2cc(-c3ccccc3Cl)nc3ccccc23)no1	29%	1	-33%	-14%	-14%	-34%	-4.4	2%	9%
19	O=S(=O)(c1ccc(SCCOc2ccccc2Cl)nc1)N1CCCC1	18%	-3	19%	-26%	-6%	4%	-0.5	29%	5%
20	Cc1ccc2cc(C)c(SCC#N)nc2c1	8%	7	-1%	-3%	-3%	0%	4.2	7%	8%
21	CN1CCN(c2ccc([N+](=O)[O-])cc2C(=O)c2ccccc2)CC1	-4%	8	12%	-8%	-4%	3%	0.0	4%	13%
22	CCn1c(SCC(=O)Nc2ccccc2C)nc2nc3c(cc2c1=O)COC(C)(C)C3	22%	-3	6%	-1%	2%	-13%	1.9	0%	4%
23	COc1ccc(OC)c(NC(=O)CSc2nncc3ccc(OC)c(OC)c23)c1	42%	6	-4%	?	-26%	-2%	0.3	11%	2%
24	C=CCNc1ncnc2c1ncn2C1OC(CO)C(O)C1O (stereo not drawn)	-2%	8	6%	-1%	-5%	-17%	-0.5	1%	12%
25	CCNCC(O)COCC(O)CNCC (stereo not drawn)	-18%	3	5%	-5%	1%	-3%	-2.0	-1%	-2%
26	CN(C(=O)c1cccc(NC(=O)Cc2ccc(NC(=O)C3CCCN(C(=O)C4CCC4)C3)cc2)c1)C1CCCC1 (stereo not drawn)	29%	0	-9%	-2%	-3%	-11%	-0.2	4%	3%
27	Cc1ccc(S(=O)(=O)NCCOc2nc(N(C)C)nc(N3CCOCC3)n2)cc1	-3%	-6	-22%	-4%	0%	0%	-2.8	-18%	2%
28	Cc1cc(C)cc(-n2c(SCC(=O)NCc3ccc4c(c3)OCO4)nc3ccccc3c2=O)c1	4%	-3	-2%	-3%	1%	10%	-0.2	6%	-1%
29	Cc1ccc(-c2nc(CS(=O)(=O)CC(=O)NC3CCCCC3C)c(C)o2)cc1 (stereo not drawn)	-1%	5	10%	3%	-1%	-1%	-2.3	3%	0%
30	COc1cc(/C=C2\SC(=S)N(C(Cc3ccccc3)C(=O)O)C2=O)ccc1O (stereo not drawn)	-1%	-9	-11%	10%	50µM*	-18%	1.6	-1%	-6%
31	CCn1c(SCC(=O)Nc2ccc3c(c2)OCO3)nnc1-c1cnccn1	11%	-2	4%	-6%	10%	0%	-1.9	-4%	4%
32	CCN(CC(=O)Nc1c(F)cccc1F)C(=O)c1ccc2c(c1)NC(=O)C(C)S2 (stereo not drawn)	18%	-4	1%	-5%	-9%	-7%	0.1	0%	-2%
33	COc1cc(NC(=O)C(=O)NCCN2CCNCC2)c(OC)cc1Cl	1%	4	-1%	-14%	2%	-5%	-0.8	0%	3%
34	CCCCC(=O)Nc1ccccc1N1CCN(c2ccccc2)CC1	-26%	0	4%	6%	1%	5%	0.0	-4%	7%
35	O=C(Nc1ccc(Cl)cc1N1CCOCC1)C1CC1	20%	0	-4%	-13%	0%	12%	-3.0	-1%	-2%
36	COc1ccc(NC(=O)CSc2nnc(NC(C)=O)s2)c([N+](=O)[O-])c1	-3%	13	3%	-2%	-5%	-1%	-1.0	-2%	14%
37	CCN(CC)C(=O)c1sc(NC(=O)c2ccoc2C)c(C(=O)OC)c1C	6%	1	?	21µM*	-2%	-7%	2.0	9%	5%
38	COc1ccc(CCNC(=O)C(=O)NCC2OCCN2S(=O)(=O)c2cc(F)ccc2F)cc1 (stereo not drawn)	9%	-18	6%	-11%	6%	3%	-0.5	-6%	5%
39	CCCN1CCN(CC(=O)Nc2nnc(C)s2)CC1	-17%	-1	-4%	-2%	1%	-9%	0.1	0%	2%
40	Cc1ccc(C(=O)N/C(=C\c2cn(C)c3ccccc23)C(=O)NCCCn2ccnc2)cc1	-4%	-2	-15%	-14%	-9%	-5%	0.0	2%	10%
41	Cc1nc2ccc(NC(=O)c3ccc(Cl)c(NC(=O)c4cccs4)c3)cc2s1	34%	-2	9%	-15%	-33%[57.1 µM]	-1%	-3.3	-4%	11%
42	COc1cccc(NC(=O)Cn2cnc3sc(C)c(S(=O)(=O)N4CCN(C)CC4)c3c2=O)c1	-16%	-26	0%	8.4µM*	15%	-29%	0.3	3%	-4%
43	Cn1c(=O)cc(OCC(=O)N2CCCc3ccccc32)c2ccccc21	23%	/	9%	-12%	0%	12%	-1.8	-1%	5%
44	O=C(Nc1ccncc1)c1cccc(F)c1	-8%	0	0%	2%	-3%	-4%	-0.8	7%	-7%
45	COc1cccc(N(CC(=O)NC2CCCCC2)C(=O)CCC(=O)Nc2nc(C)cs2)c1	33%	-3	-19%	-4%	2%[57.1 µM]	-12%	0.0	-6%	-8%
46	CC(NC(=O)CCNC(=O)c1ccco1)c1ccc(F)cc1 (stereo not drawn)	4%	-5	11%	2%	13%	10%	-0.4	1%	2%
47	CCOC(=O)C1=C(O)/C(=C/c2ccc(OCC(=O)O)c(OCC)c2)SC1=Nc1ccc(C)cc1	44%	-24	-8%	-17%	-12%[11.6 µM]	2%	-3.5	2%	-16%
48	CC(C)=CCC/C(C)=C/CNC(=O)C[C@H]1C[C@H](C(=O)N2CCCCC2)[C@@]2(C)c3[nH]c4ccc(Cl)cc4c3CCN2C1=O	-13%	1	-12%	-6%	1%	20%	-0.8	3%	-22%
49	CC(C)NC(=O)c1ccc(-c2cc(C(F)(F)F)ccc2Cl)o1	18%	/	6%	-8%	-5%	3%	-1.0	-1%	7%
50	CC(=O)Nc1ccc(S(=O)(=O)Nc2cccc(-c3nc4ccccc4o3)c2)cc1	7%	0	9%	-3%	-28%	-1%	-0.8	/	15%
51	O=C(CN1C(=O)NC2(CCCCCC2)C1=O)NC1CCCCCCC1	-37%	-4	1%	-8%	2%	9%	-2.7	1%	-7%
52	COc1cc2ccccc2cc1C(=O)N1CCCC(C(F)(F)F)C1 (stereo not drawn)	/	6	-13%	-11%	-3%	-15%	-3.8	14%	-6%

# Single records, as listed above. Values in the order: FUS yeast rescue | PI5P4Ka inh | Abeta rescue | PLK1 PBD inh | WRN inhibitor | EPAC1 antagonist | IL-2 act | aSyn yeast inh | EPAC1 agonist
# CCCc1ccc(O)c(N=Cc2cc(Br)cc(OCC)c2O)c1 as listed: 15% | -28 | -43%[inhibitor] | 32%[activator] | ? | 4% | 0.3 | 2% | -18%
# CCOC(=O)C1=C(O)/C(=C/c2ccc(OCC(=O)O)c(OCC)c2)SC1=Nc1ccc(C)cc1 as listed: 44% | -24 | -8% | -17% | -12%[11.6 µM] | 2% | -3.5 | 2% | -16%
